High-throughput results from PubChem.
HP1b binding inh = inhibitors of HP1-beta chromodomain binding to methylated histone tails. P83916. AlphaScreen HP1-beta / biotin-H3K9me3 peptide binding. Potency, µM (top dose mostly 114 µM), for the others: top-dose activity change, negative = inhibition, actives largely listed as inhibitors. hit rate 0.56% among 390,000; also: potency is read from the fitted curve at half-maximal effect; nearly all actives have a fitted effect of over 70% in size; inactives centre near 23
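Compound inhibition of the preformed complex between 50 nM HP1-beta and 50 nM biotinylated H3K9me3 peptide was read by AlphaScreen. Buffer was PBS pH 7.4 with 0.01% Tween-20. Incubations ran 30 min at room temperature, with 10 ug/mL donor/acceptor beads.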
PI4K2A block = inhibitors of human PI4K2A; Q9BTU6; purified PI4K2A, ADP-Glo luminescence, 1 h; hits give low values; activity change, negative = inhibition, % at 76.9 µM; hit rate 0.13% among 420,000; in the data active = activity change below about -50%; inconclusive = mostly about -30% to -49%;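 also: -100% = wells without enzyme as full effect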
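In this quantitative HTS, ADP production by PI4K2A was quantified luminescently after 1 h at ambient temperature; 100 microM adenosine served as plate-quality control.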
G9a inh = inhibitors of human histone lysine methyltransferase G9a; G9a H3K9 monomethylation, AlphaScreen, 2 h; hit rate 8.8% among 350,000; Q96KQ7; Potency, µM (doses to about 102 µM), for the others: at the highest dose activity, negative = inhibition, hits mostly inhibitors; also: potency is read from the fitted curve at half-maximal effect; % is scaled to controls: 0 for no effect and ±100 for the full control effect; nearly all actives have a fitted effect of over 75% in size
Target sequence (Q96KQ7 913-1193 limits assumed): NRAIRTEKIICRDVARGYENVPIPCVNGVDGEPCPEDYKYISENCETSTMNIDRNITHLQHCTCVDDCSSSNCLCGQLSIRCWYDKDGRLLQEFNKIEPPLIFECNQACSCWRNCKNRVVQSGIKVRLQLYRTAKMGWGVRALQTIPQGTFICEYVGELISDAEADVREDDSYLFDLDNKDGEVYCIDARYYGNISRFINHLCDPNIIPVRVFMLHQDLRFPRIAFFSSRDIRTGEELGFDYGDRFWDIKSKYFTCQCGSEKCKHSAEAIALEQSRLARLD
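Readings reflect AlphaScreen signal from monomethyl-H3K9 antibody detection. HMT at 20 nM; substrate b-H3K9 500 nM; cofactor SAM 20 uM; 2 h RT reaction; compounds tested as titrations in qHTS with 15 min preincubation.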
JMJD2A Tudor = inhibitors of human JMJD2A Tudor domain | O75164 | AlphaScreen JMJD2A-Tudor / H3K4me3 peptide binding | Potency, µM (titrated, usually from 114 µM), inactives show at the highest dose activity change, negative = inhibition, hits mostly inhibitors | hit rate 4.4% among 390,000 | AID 504339; also: potency is read from the fitted curve at half-maximal effect; % is scaled to controls: 0 for no effect and ±100 for the full control effect; nearly all actives have a fitted effect of over 50% in size
POLH inh = inhibitors of human DNA polymerase eta. Q9Y253. recombinant Pol eta, fluorescent DNA replication assay. Potency, µM (doses to about 114 µM), for inactives: at the highest dose activity change, negative = inhibition, hits mostly inhibitors. hit rate 1.2% among 390,000; also: potency is read from the fitted curve at half-maximal effect; % is scaled to controls: 0 for no effect and ±100 for the full control effect
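Pol eta (10 nM) was preincubated with compounds for 15 min at room temperature, after which fluorescent replication substrate (50 nM final) was added to start the reaction. Fluorescence was read kinetically at 0 and 10 min.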
BAZ2B inh = BAZ2B (human) inhibition; Potency, µM (series often up to 114 µM), without a hit: at the top dose activity change, negative = inhibition, usual class: inhibitors; AlphaScreen BAZ2B-H3K14Ac peptide displacement; hit rate 4.4% among 360,000; also: potency is read from the fitted curve at half-maximal effect; % is scaled to controls: 0 for no effect and ±100 for the full control effect; nearly all actives have a fitted effect of over 60% in size
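BAZ2B (50 nM) with biotin-H3(5-23)K14Ac peptide (50 nM) in PBS pH 7.4, 0.01% Tween-20, preformed 30 min, then compound 30 min at room temperature; top concentration 110uM. AlphaScreen streptavidin donor/nickel chelate acceptor beads (10 ug/mL final), 20 min dark, signal read.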
Pin1 inh = blocks the human prolyl isomerase Pin1; hit rate 0.009% among 390,000; AID 504891; Potency, µM (series often up to 115 µM), without a hit: at the highest dose activity, negative = inhibition, actives largely listed as inhibitors; Pin1 FP peptide displacement, HiFluor488, 10 min; active = well fitted inhibition curve with a large enough effect in the polarisation, with a control signal flat, not every such curve was filed as active; inconclusive = small, poorly fitted or top-dose-only effect, or effect the other way, or a change in a side signal; inactive = no such curve, though single readings can be large or run the other way; the % refers to the polarisation; also: potency is read from the fitted curve at half-maximal effect; % is scaled to controls: 0 for no effect and ±100 for the full control effect
Tb PGK inh = T. brucei PGK inhibition; PGK/GAPDH coupled, Kinase-Glo luminescence, 60 min; Potency, µM (titrated, usually from 57.5 µM), for inactives: top-dose activity change, negative = inhibition, most hits filed as inhibitors; hit rate 0.043% among 380,000; also: potency is read from the fitted curve at half-maximal effect; % is scaled to controls: 0 for no effect and ±100 for the full control effect; nearly all actives have a fitted effect of over 60% in size
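Luminescent ATP detection (Kinase-Glo Plus) follows a 60-minute room-temperature incubation, with wells lacking PGK as controls. Buffer: 100 mM TEA (pH 7.6), 5 mM MgCl2, 0.01% Tween-20. Coupling enzyme GAPDH (100 nM final) supplies unstable 1,3-BPG in-well.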
GLS inh = blocks human kidney-isoform glutaminase activity; O94925; Potency, µM (titrated, usually from 45.5 µM), for the others: at the top dose activity change, negative = inhibition, usual class: inhibitors; hit rate 0.21% among 410,000; GLS enzymatic activity, qHTS titration; also: potency is read from the fitted curve at half-maximal effect; % is scaled to controls: 0 for no effect and ±100 for the full control effect
Target sequence (O94925 whole entry, looked up, canonical isoform): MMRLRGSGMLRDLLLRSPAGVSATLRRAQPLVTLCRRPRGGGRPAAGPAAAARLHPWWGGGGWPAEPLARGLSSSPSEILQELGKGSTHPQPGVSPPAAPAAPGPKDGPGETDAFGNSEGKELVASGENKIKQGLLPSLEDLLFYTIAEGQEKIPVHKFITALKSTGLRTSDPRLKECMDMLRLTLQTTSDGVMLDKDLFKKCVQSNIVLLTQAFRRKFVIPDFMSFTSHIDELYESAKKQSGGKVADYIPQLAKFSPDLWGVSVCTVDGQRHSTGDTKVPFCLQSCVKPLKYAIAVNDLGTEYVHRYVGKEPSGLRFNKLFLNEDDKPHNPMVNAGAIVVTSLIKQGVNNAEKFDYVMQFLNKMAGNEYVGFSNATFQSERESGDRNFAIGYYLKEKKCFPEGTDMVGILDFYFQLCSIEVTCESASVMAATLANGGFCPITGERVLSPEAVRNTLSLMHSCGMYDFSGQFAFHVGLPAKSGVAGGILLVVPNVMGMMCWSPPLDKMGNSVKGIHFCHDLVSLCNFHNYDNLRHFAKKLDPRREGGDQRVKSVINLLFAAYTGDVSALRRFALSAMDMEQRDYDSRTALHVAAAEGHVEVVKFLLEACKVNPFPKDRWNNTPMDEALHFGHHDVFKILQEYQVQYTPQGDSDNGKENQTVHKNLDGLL
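Read-out is an Amplex red fluorescence increase coupled through glutamate oxidase and HRP, measured before and after 30 min room-temperature incubation. hKGA is in 45 mM KH2PO4 (pH 8.2) with 0.02% Tween-20; glutamine added as 1mM solution.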
The depositor's hits bear a star; i = inactive; ? = inconclusive; . = not tested or not shown; [ ] = remark or other dose. Unless noted, calls follow the shape of the dose curve; as a rule, active = well fitted curve in the direction sought with a large enough effect; inconclusive = small, poorly fitted or top-dose-only effect, or another doubt; inactive = no such curve, though single readings can be large; an effect the other way counts as inactive or inconclusive. Not all compounds are listed. The share of hits here may be higher or lower than overall.

HP1b binding inh,PI4K2A block,G9a inh,JMJD2A Tudor,POLH inh,BAZ2B inh,Compound,Pin1 inh,Tb PGK inh,GLS inh
23%,-4,-26%[59 µM],-9%,.,-17%,O=C(NCc1ccco1)c1ccc2c(c1)N(Cc1ccccc1)C(=O)c1ccccc1S2(=O)=O,22%,.,-2%
10%[57 µM],-3,-1%[59 µM],-18%,0%,-1%,CC(=O)N1CCc2cc(CNC(=O)Nc3ccc(Br)c(C)c3)ccc21,-2%,i,0%
21%,3,-15%,-3%,1%,6%,COc1ccc(-n2c(=S)[nH]c3cc(C(=O)Nc4cccc(C)c4)ccc3c2=O)cc1,-1%,1%,6%
12%,4,-4%[12.7 µM],-10%,-19%,0%,O=C(NCCCN1CCCC1=O)c1cccs1,-1%,-5%,5%
49%[activator],3,26%,3%,?,?,CCCN(CCC)S(=O)(=O)c1ccc(C(=O)Nc2nnc(COC)o2)cc1,1%,-9%,3%
46%[activator],3,.,2%,0%,.,Cc1ccc(S(=O)(=O)N2CCN(c3ncccn3)CC2)cc1C,1%,-1%,23%
18%,2,1%[59 µM],-7%,-5%,2%,Cc1ccc(NC(=O)NCCCN2CCCC2=O)cc1,0%,-2%,-8%
25%,-1,-30%,-26%,-16%,9%,CCCC(Oc1ccc(Br)cc1)c1nc2c3cc(OC)c(OC)cc3nc(=S)n2[nH]1 (stereo not drawn),3%,-5%,15%
271%[activator],0,-7%[2.33 µM],-4%,-13%,9%,CCOC(=O)Oc1ccc(/C=C2\N=C(C)OC2=O)cc1,-5%,i,?
17%,2,-12%[59 µM],-17%,-11%,-8%,CCn1c(CNC(=O)c2ccccc2F)cc2cc(C)ccc21,4%,4%,2%
-5%,-9,0%[59 µM],-18%,2%,-12%,O=C(Nc1ccc(F)cc1)Nc1ccc(NC(=O)c2ccccc2O)cc1,6%,-7%,1%
44%[activator],5,0%[59 µM],-9%,-6%,1%,O=C(NCc1ccc2c(c1)OCO2)C1CCC(CNc2c(N3CCCCC3)c(=O)c2=O)CC1 (stereo not drawn),3%,-3%,0%
24%,-4,-1%,3%,-19%,3%,Cc1ccccc1N(CC(=O)NCc1ccc2c(c1)OCO2)C(=O)C1CSC(=O)C1 (stereo not drawn),-2%,-7%,5%
61%[activator],-1,1%[59 µM],31%,4%,22%,COCCN1C=C(C(=O)OC)C(c2ccc3c(c2)OCO3)C(C(=O)OC)=C1,-4%,0%,0%
28%,7,13%,-6%,-8%,-1%,CCOC(=O)Cn1nc(C)n(-c2ccc(C(C)C)cc2)c1=O,3%,4%,-2%
-7%[57 µM],?,?,18µM*,-6%,-21%,CCN(c1ccccc1)c1cc2ccccc2c(=O)[nH]1,5%,4%,?
37%,-2,45µM*,-22%,-19%,-22%,COC(=O)CN1C(=O)[C@H]2[C@@H](c3ccc(C)o3)N3C(=O)CN(Cc4ccccc4)C(=O)[C@@]3(C)[C@H]2C1=O,15%,-1%,3%
-17%,7,?,-11%,-10%,1%,CCCc1nnc(SCC(=O)Nc2ccc(C(=O)OCC)cc2)o1,1%,-3%,-12%
14%,-3,36%,-4%,1%,-7%,Cc1nc(SCc2ccccc2)n[nH]1,8%,i,-3%
-26%,-1,-8%[59 µM],-18%,-17%,0%,O=C(CSc1nnc(-c2ccc(O)cc2)o1)Nc1cccc(O)c1,-2%,-3%,0%

Complete entries, looked up by structure. Values in the order: HP1b binding inh | PI4K2A block | G9a inh | JMJD2A Tudor | POLH inh | BAZ2B inh | Pin1 inh | Tb PGK inh | GLS inh
`CCCN(CCC)S(=O)(=O)c1ccc(C(=O)Nc2nnc(COC)o2)cc1` is listed as 49%[activator] | 3 | 26% | 3% | ? | ? | 1% | -9% | 3%
`COc1ccc(-n2c(=S)[nH]c3cc(C(=O)Nc4cccc(C)c4)ccc3c2=O)cc1` is listed as 21% | 3 | -15% | -3% | 1% | 6% | -1% | 1% | 6%

(next part)
HP1b binding inh,PI4K2A block,G9a inh,JMJD2A Tudor,POLH inh,BAZ2B inh,Compound,Pin1 inh,Tb PGK inh,GLS inh
44%,0,6%[59 µM],12%,-21%,7%,CC(C)NC(=O)NC(=O)CSc1nnc(COc2ccccc2Cl)o1,1%,-2%,-8%
?,7,5µM*,?,?,50µM*,c1ccc2c(c1)OCC(c1nn3c(Cn4nnc5ccccc54)nnc3s1)O2 (stereo not drawn),-15%,-1%,-21%
54%[activator],-13,?,-11%,-20%,-4%,CCCSc1nnc(NC(=O)Nc2ccc(F)cc2)s1,2%,-5%,-7%
17%,-4,41%[12.7 µM],17%[57.1 µM],?,5%,COC(=O)c1cc(COc2ccc3c(c2)oc(=O)c2ccccc23)c(C)o1,7%,-3%,-11%
-17%,?,?,?,-13%,?,CC1=NN(c2ccc(C)c(C)c2)C(=O)C1C(c1cccc(O)c1)C1C(=O)N(c2ccc(C)c(C)c2)N=C1C (stereo not drawn),3%,-3%,10%
-38%,6,-41%,?,-19%,-36%,Oc1[nH]c2ccccc2c1C1=NCCCCC1,-4%,-3%,12%
14%,-3,10%[0.0925 µM],-5%,6%,?,N#Cc1ccc(Oc2nc(C(N)=O)cc(-c3ccccc3)n2)cc1,6%,0%,1%
8%,-10,-1%,?,-24%,-33%,c1ccc2c(CCNc3ncnc4nc[nH]c34)c[nH]c2c1,11%,i,9%
44%[activator],1,.,-7%,-3%,.,CN(C(=O)c1cccc(NC(=O)Cc2cccc(NC(=O)C3CCN(C(=O)C4CCCC4)CC3)c2)c1)C1CC1,0%,i,1%
24%,3,.,1%,-15%,-7%,CCn1cc(CN2CCCC(CNS(=O)(=O)c3cccc4cccnc34)C2)cn1 (stereo not drawn),-3%,i,0%
67%[activator],1,38%[activator][12.7 µM],-4%,0%,-2%,CCC(=O)Nc1cc(-c2cc3ccccc3oc2=O)ccc1OC,4%,-10%,1%
56%[activator],-2,-8%[59 µM],-11%,-12%,-4%,CCCC/S(CC1CC1(Cl)Cl)=N\S(=O)(=O)c1ccc(C)cc1 (stereo not drawn),1%,-6%,-6%
36%[activator],1,0%,-18%,-6%,-17%,CCOc1ccc(CCNC(=O)c2ccc(CS(=O)Cc3ccc(Cl)cc3)o2)cc1OCC (stereo not drawn),10%,0%,-2%
18%,0,18%,-11%,?,-1%,Cc1ccc(-c2cc(N)nc(-c3ccccc3)c2)cc1,0%,2%,-4%
-38%,2,?,?,-11%,22µM*,O=[N+]([O-])c1ccccc1NCCOc1ccccc1,5%,-9%,0%
25%,-3,?,-9%,-11%,1%,O=C(COc1ccc(S(=O)(=O)NC2CCCCC2)cc1)NC1CCCCC1,5%,1%,11%
8%,-3,-3%[59 µM],-11%,-20%,-4%,O=C(/C=C/c1cccs1)N1CCN(c2ccccc2F)CC1,-3%,2%,-1%
56%[activator],-3,13%,1%,-14%,2%,FC(F)(F)c1cc(Oc2ccccc2Cl)nc(-c2ccccn2)n1,5%,-3%,-9%
38%,0,0.79µM*,?,-16%,?,CC(=O)C1=C(C)NC(SCC(=O)c2ccc(Cl)cc2)=C(C#N)C1CC(C)C (stereo not drawn),3%,-11%,-3%
-9%,-2,?,?,-11%,-35%,Cc1ccc(-c2nc(=S)c3c(n2CCN2CCOCC2)CC(C)(C)OC3)cc1,5%,-4%,8%
-25%,-7,.,-30%,-3%,?,CCC(=O)N1CCN(c2ccc(NC(=S)NC(=O)c3ccc(OC)c([N+](=O)[O-])c3)cc2)CC1,1%,-1%,20%
27%,5,1%[59 µM],-22%,-17%,-6%,CCC(C)NC(=O)CN1C(=O)C(CC)Sc2ccccc21 (stereo not drawn),-2%,3%,2%
9%,-4,3%,-19%,-14%,-13%,COCCN(CC1CCCN(C2Cc3ccccc3C2)C1)C(=O)c1ccc(C(C)=O)cc1 (stereo not drawn),-2%,-6%,4%
?,1,?,2.5µM*,-16%,?,CCCN(CCC)CC(C)(C)NS(=O)(=O)c1ccc(Cl)cc1,-11%,-4%,34%[activator]
.,1,.,.,-15%,.,COCC(=O)N(C)C[C@@H]1Oc2cc(Br)ccc2S(=O)(=O)N([C@H](C)CO)C[C@H]1C,.,0%,13%
39%[activator],-21,-41%,22µM*,-20%,4.5µM*,COc1cnc(-c2ccccn2)nc1N(C)C,0%,-9%,-1%
20%,-4,.,-5%,-11%,.,O=c1ccncn1C1OC(CO)C(O)C1O (stereo not drawn),4%,-2%,1%
9%,-2,3%,-24%,-10%,.,Cc1ccccc1C(=O)c1cccn1CC(=O)NC(C)c1ccc2c(c1)OCCO2 (stereo not drawn),4%,i,10%
44%[activator],0,-28%[59 µM],-15%,-6%,?,Cc1ccc(-c2cn3c(n2)sc2cc(C(=O)N4CCCCC4)ccc23)cc1,-2%,-4%,-13%
34%[57 µM],-6,5%[59 µM],-4%,-13%,1%,Cc1ccc(CNS(=O)(=O)c2cnc(N)nc2)cc1,-4%,-8%,8%
33%,3,.,4%,-12%,.,c1ccc(Oc2ccccn2)cc1,-6%,-3%,8%
8%[57 µM],1,.,3%,-6%,.,O=C(COC(=O)COc1ccc(Cl)cc1)NCc1ccc2c(c1)OCO2,-1%,-15%,-5%
62%[activator],1,12%[59 µM],0%,-18%,4%,OCCNC(=S)c1ccccc1,8%,i,-1%
